# CCR6 antagonist = blocks CCL20-driven beta-arrestin recruitment at human CCR6; inhibition, % at 20 µM; P51684; 340,000 tested, 0.49% active; CHO-K1 CCR6 PathHunter beta-arrestin, luminescence, CCL20-stimulated; AID 493098;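 active = compounds whose inhibition of the agonist-driven luminescence signal at 20 µM reaches about 50%, limit read from the data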;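 also: cells stimulated with CCL20 at 14 nM final; plate controls were DMSO with CCL20 for no effect and DMSO without agonist for full effect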
# Target sequence (P51684 whole entry, looked up): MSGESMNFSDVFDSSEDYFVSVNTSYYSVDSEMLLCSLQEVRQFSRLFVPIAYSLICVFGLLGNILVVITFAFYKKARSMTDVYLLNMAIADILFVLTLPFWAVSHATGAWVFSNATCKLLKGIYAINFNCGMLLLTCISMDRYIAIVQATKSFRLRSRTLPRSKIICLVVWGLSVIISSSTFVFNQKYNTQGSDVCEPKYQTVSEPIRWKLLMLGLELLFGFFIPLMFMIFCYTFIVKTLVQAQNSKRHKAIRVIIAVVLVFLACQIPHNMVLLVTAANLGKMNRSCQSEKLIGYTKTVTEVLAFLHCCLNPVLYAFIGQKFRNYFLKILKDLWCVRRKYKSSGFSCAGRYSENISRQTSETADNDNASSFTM
# EBI2 block = EBI2 (human) antagonism; inhibition, % at 5 µM; AID 651636; 360,000 tested, 0.81% active; P32249; EBI2 beta-arrestin recruitment, luminescence, 7a,25-OHC stimulated; in the data active = inhibition above about 38%;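 also: enzyme fragment complementation signal reports receptor beta-arrestin coupling in cells; 0% = agonist plus DMSO wells and 100% = wells without agonist; some results beyond the cut were filed as inactive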
# Target sequence (P32249 whole entry, looked up, the tested form may be a part): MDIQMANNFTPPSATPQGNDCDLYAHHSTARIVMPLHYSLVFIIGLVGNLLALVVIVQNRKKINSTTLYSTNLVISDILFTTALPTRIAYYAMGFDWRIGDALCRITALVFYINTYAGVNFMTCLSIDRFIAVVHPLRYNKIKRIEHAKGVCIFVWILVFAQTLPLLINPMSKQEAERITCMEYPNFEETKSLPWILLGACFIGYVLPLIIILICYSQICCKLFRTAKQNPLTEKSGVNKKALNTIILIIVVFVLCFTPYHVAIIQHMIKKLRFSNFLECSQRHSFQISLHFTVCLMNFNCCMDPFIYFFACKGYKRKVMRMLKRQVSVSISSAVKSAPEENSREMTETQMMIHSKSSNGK
# Jurkat NFkB inh = lowers PMA/ionomycin-induced NF-kB signal in Jurkat cells; PMA/ionomycin-induced NF-kB luciferase reporter, luminescence; inhibition, % at 4 µM; 330,000 tested, 0.53% active; AID 435003; in the data active = inhibition above about 50%
# 697 NFkB inh = lowers PMA/ionomycin-induced NF-kB signal in 697 B cells; inhibition, % at 4 µM; AID 435022; 697 B-cell NF-kB luciferase reporter, 16 h; 330,000 tested, 0.33% active; in the data active = inhibition above about 35%
# UPR CHOP act = activators of apoptotic arm of unfolded protein response (CHOP); CHO-CHOP luciferase reporter, UPR activation, luminescence; percent of tunicamycin response over DMSO baseline; activation, % at 10 µM; 330,000 tested, 0.34% active;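 active = at 10 µM dose, activation of 40% or more, normalized to positive control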;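 also: 100% = tunicamycin at 10 µg/mL and 0% = DMSO alone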
#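 measured by = luciferase luminescence | assay system = CHO-CHOP cells, stable luciferase reporter of PERK-eIF2a-CHOP signalling | amount = 500 reporter cells seeded per well | timing = 6 h compound exposure at 37 °C after overnight seeding | controls = positive tunicamycin 10 µg/mL, negative DMSO alone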
# Gli-Sufu antag = antagonists of Gli-Sufu signaling | 340,000 tested, 0.74% active | AID 588413 | inhibition, % at 5 µM | Sufu-KO-LIGHT fibroblasts, Gli luciferase reporter luminescence;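 active = inhibition above about 55%, limit read from the data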;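 also: 0% = DMSO-treated cells and 100% = wells with medium but no cells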
# Mdm2-MdmX inh = disrupts the human Mdm2-MdmX interaction; O15151+Q00987; SaOS-2 split-luciferase Mdm2/MdmX complementation, luminescence; inhibition, % at 8 µM; 330,000 tested, 3% active; AID 485346;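 active = inhibition of at least 50% at 8 µM in the primary screen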
# XBP1 UPR activ = activators of adaptive arm of unfolded protein response (XBP1). CHO-XBP1 luciferase reporter, IRE1-XBP1 UPR activation, luminescence; percent of tunicamycin response, DMSO as zero. activation, % at 20 µM. 330,000 tested, 0.33% active. AID 463104;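 active = versus positive control, 20 µM dose yields 30% or more activation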;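 also: 100% = tunicamycin at 10 µg/mL and 0% = DMSO only wells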
#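 Material: IRE1-XBP1 luciferase reporter CHO line / Quantity: one thousand reporter cells per well / Buffer or medium: F12 with 10% serum / Compound: 20 µM single concentration, DMSO 1% / Times: 6 h treatment, 37 °C / Detection: Steady-Glo luciferase glow luminescence, 10 min after reagent addition / Benchmarks: tunicamycin high, DMSO low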
# CXCR6 block = CXCR6 (human) receptor inhibition; AID 602244; O00574; CHO-K1 PathHunter CXCR6 beta-arrestin, luminescence; 360,000 tested, 0.36% active; inhibition, % at 20 µM; in the data active = inhibition above about 34%, passing the limit was not always enough;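 also: antagonist mode with CXCL16 agonist at 10 nM final; 0% = 10 nM CXCL16 with DMSO and 100% = unstimulated wells without agonist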
# Target sequence (O00574 whole entry, looked up): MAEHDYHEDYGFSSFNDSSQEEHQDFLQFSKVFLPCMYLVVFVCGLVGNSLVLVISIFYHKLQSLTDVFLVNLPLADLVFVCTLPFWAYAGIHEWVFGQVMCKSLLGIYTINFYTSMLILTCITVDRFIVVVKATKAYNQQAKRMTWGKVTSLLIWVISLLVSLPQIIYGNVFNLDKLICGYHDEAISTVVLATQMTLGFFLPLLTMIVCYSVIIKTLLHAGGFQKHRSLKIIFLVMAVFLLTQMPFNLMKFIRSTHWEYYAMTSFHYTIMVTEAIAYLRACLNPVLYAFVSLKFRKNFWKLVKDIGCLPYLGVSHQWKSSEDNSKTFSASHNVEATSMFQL
# An asterisk follows results filed as active; · = no result given.
SMILES,CCR6 antagonist,EBI2 block,Jurkat NFkB inh,697 NFkB inh,UPR CHOP act,Gli-Sufu antag,Mdm2-MdmX inh,XBP1 UPR activ,CXCR6 block
O=C(NC1CCCc2ccccc21)c1ccc(S(=O)(=O)N2CCOCC2)cc1 (stereo unspecified),11,-3,3,3,-0.2,1,11,4,-7
Cc1c(NC(=O)c2cccnc2Cl)c(=O)n(-c2ccccc2)n1C,3,-3,12,3,-1.7,18,-8,-2,-4
O=C(NC(=S)N(CC1CCC1)CC1CCCO1)c1cccc([N+](=O)[O-])c1 (stereo unspecified),18,6,-4,6,-0.4,-1,18,1,11
Cc1ccc(C(=O)c2no[n+]([O-])c2C(=O)c2ccc(C)cc2)cc1,-6,0,3,4,36,8,51*,-6,2
O=C(CN(c1cccc(C(F)(F)F)c1)S(=O)(=O)c1ccc(Cl)c([N+](=O)[O-])c1)NCc1ccc(F)cc1,-22,31,2,16,53*,1,100*,2,-33
FC(F)(F)c1cc(-c2ccccc2)nc(N2CCCCCC2)n1,12,-5,19,-12,-1.7,3,26,0,-6
O=C(NCc1cccc(Cl)c1)C1=CC=CN2CCS(=O)(=O)N=C12,11,-4,-5,-29,-0.4,-4,-2,-1,8
COc1ccc(N(C)C(=O)c2oc(=O)c3ccccc3c2-c2ccc(C)cc2)c(OC)c1,27,7,-6,12,0.5,8,13,-2,10
COc1ccc(/C=N/NC(=O)CNC(=O)c2ccc3c(c2)OCCO3)c(C(=O)O)c1OC,2,-14,-2,-11,0.9,-2,27,-3,-4
COc1ccc(NC(=O)CSCC(=O)Nc2ccccc2N2CCCCC2)cc1,25,6,8,-4,1.6,-8,-4,0,0
COc1cccc(-n2c(CN3CCN(c4ccccn4)CC3)nc3ccc([N+](=O)[O-])cc3c2=O)c1,7,1,7,-2,0.4,12,11,0,13
COc1cccc(NC(=O)NC2CCN(Cc3nnnn3Cc3ccc(F)cc3)CC2)c1,17,-5,-11,16,-1.0,6,8,-2,6
CCCCCc1cc(=O)oc2c(C(CCN3CCCC(C)C3)c3cc(OC)c(OC)c(OC)c3)c(OC)cc(OC)c12 (stereo unspecified),-4,3,24,6,21,6,100*,10,2
O=C(NCc1cccnc1)C(=O)C1C(=O)Nc2ccccc21 (stereo unspecified),3,-2,-20,14,-1.4,4,-8,0,8
CC(/C=C/c1ccccc1F)=N\NC(=O)c1ccccc1,9,2,-63,-117,5.7,-72,-65,3,6
O=C(O)c1cccc(C(=O)c2cccc3ccccc23)c1,-4,-7,12,23,0.1,30,10,-1,0
C#CCOCCOCCOCCNc1nc(N2CCN(C(=O)[C@H](CO)n3cc([C@@H](N)C(C)C)nn3)CC2)nc(N2CCN(C(=O)[C@H](CCC(=O)O)n3cc([C@@H](N)CCCCN)nn3)CC2)n1,10,-13,-5,10,1.5,-3,-21,3,3
C#CCOCCOCCOCCNc1nc(N2CCN(C(=O)Cn3cc(CCCCN)nn3)CC2)nc(N2CCN(C(=O)[C@H](Cc3ccc(O)cc3)n3cc(CCO)nn3)CC2)n1,-11,-2,·,·,·,-7,·,·,-4
COC(=O)[C@]1(C)N[C@H](CN(C)S(=O)(=O)c2ccc(C)cc2)[C@@H]2C(=O)N(C)C(=O)[C@@H]21,7,-1,8,11,0.4,6,13,-2,-5
COc1ccc(N2C(=O)C3CCCN3C2c2ccccc2)cc1Cl (stereo unspecified),19,-7,-11,3,0.2,2,7,-2,4
COc1ccc(C(=O)NC2CCN(CC(=O)Nc3cccc(C)c3)CC2)cc1OC,0,-1,4,34,0.0,0,-4,-4,-3
Cc1cc(=O)[nH]c(Nc2cccc(C(F)(F)F)c2)n1,-9,-8,19,18,-2.9,5,45,2,-4
O=c1c2cccnc2nc2n1CCCCC2,0,-5,6,17,-0.1,18,16,-1,-2
Cc1noc(C)c1COC(=O)c1ccc(S(=O)(=O)NCc2ccco2)cc1,6,5,3,-8,0.8,11,13,-1,-6
CCN(CC(=O)Nc1c(F)cccc1F)C(=O)Cc1ccsc1,6,3,-4,7,-0.7,1,-3,-1,1
CCOC(=O)CCc1c(C)nc(SCc2ccc(C(=O)O)cc2)c(C#N)c1C,-4,-1,12,2,3.3,28,37,-4,5
Cc1nc2c3cc(F)ccc3n(Cc3ccc(F)cc3)c2s1,3,13,37,-3,-2.0,-1,38,8,0
CCOC(=O)CNC(=O)N(CCOC)CC1CCCN(C2Cc3ccccc3C2)C1 (stereo unspecified),2,5,16,3,0.8,6,0,-3,-3
O=C(CSCc1ccccc1Cl)Nc1c[nH]c(=O)[nH]c1=O,-12,0,3,11,0.6,-24,13,-2,-2
O=C(NNC(=O)C1CCN(S(=O)(=O)c2ccc(Cl)cc2)CC1)c1ccccc1O,2,-2,-3,4,1.3,6,56*,1,0
COCc1cc(CNC(=O)C2CCC(=O)N(Cc3ccccc3OC)C2)[nH]n1 (stereo unspecified),2,1,-13,-24,2.3,18,-18,-3,-3
Cc1ccc(-c2nnc(SCC(=O)Nc3ccccc3F)o2)cc1,3,-4,47,-221,-0.7,-34,80*,-4,5
Cc1cc(C(=O)c2cccs2)c(N)s1,-19,7,-1,-6,-1.5,9,-16,-2,6
Clc1ccc2c(N3CCCC3)ccnc2c1,-9,-12,6,-3,0.4,16,36,0,-10
CCc1ccc(N(C)S(=O)(=O)c2ccc3[nH]cc(C(=O)NCCN4CCOCC4)c(=O)c3c2)cc1,-4,-5,-2,-26,3.5,8,2,-3,-8
O=C(CCC(=O)c1ccc(F)cc1)Nc1ccccc1Cl,10,4,-9,11,1.5,-19,-1,2,-8
COc1ccc(S(=O)(=O)Nc2ccc(CC#N)cc2)cc1,-3,-4,-2,-21,0.7,-3,-13,0,-2
Clc1ccc(Cc2ccccc2)nn1,-1,-3,0,2,0.2,-13,-19,2,-7
Cc1ccc(NC(=O)Nc2ccc3c(c2)CCC3)cc1C,-1,3,-24,-45,2.2,-23,4,-1,9
COc1ccc(N2C(=O)CC(Sc3nc(C)cc(C)c3C#N)C2=O)cc1 (stereo unspecified),2,-6,-11,-10,0.7,-22,19,-2,-8
O=C(NC1=NCCS1)c1nc(-c2ccccc2)n(-c2ccccc2)n1,-3,-19,-9,-14,-0.2,1,6,-5,-1
CCC(CC)c1nnc(NC(=O)CCc2ccccc2)s1,4,-5,2,-2,2.3,-2,-8,-2,11
Cc1c(F)cccc1NS(=O)(=O)c1ccc2c(c1)n(C)c(=O)c(=O)n2C,14,3,-2,11,-0.4,53,16,2,-7
C[N+](C)=C1SCC(C)(/C=N/O)S1 (stereo unspecified),1,-11,-11,3,-0.2,-7,3,-1,-1
COc1ccc(-n2nc(C(=O)NCC(=O)N3CC(C)CC(C)C3)c3ccccc3c2=O)cc1OC (stereo unspecified),9,-1,3,0,1.9,22,25,10,5
CCN1C(=O)/C(=C\c2ccncc2)SC1=Nc1ccc(C)c(C)c1,33,29,-1,-13,1.6,12,25,7,7
c1ccc(-c2ccncc2)nc1,7,-12,1,19,2.2,-17,25,-4,-4
COCCN1CCN(C(=O)C2CCC(=O)N(Cc3cccc(C(F)(F)F)c3)C2)CC1 (stereo unspecified),-6,3,2,16,3.1,-1,3,-1,6
COc1ccc(CC(=O)N2CCN=C2SCc2cccc([N+](=O)[O-])c2)cc1,19,5,3,-16,-0.1,7,-5,-2,4
CC(C)(C(=O)c1ccccc1)/[N+]([O-])=C/c1ccccc1,6,3,6,29,-1.0,-3,6,-2,-4
Cc1[nH]c(=O)[nH]c(=O)c1/C=N/NC(=O)[C@H](C)NC(=O)OC(C)(C)C,-19,14,8,24,0.5,2,14,-1,-6
Cc1ccc(C2C(=O)N(C3CCCC3)CC(=O)N2C2CCCCC2)cc1 (stereo unspecified),11,1,5,7,-1.0,32,11,3,11
O=C(O)c1ccc(NC(=O)C2CCCCC2)cc1,-1,2,0,2,-0.9,3,-9,-2,-3
Cc1cc(C)nc(CCNC(=O)c2cc(COc3c(F)cccc3F)on2)n1,4,-11,-6,-5,-0.6,-11,2,2,0
CC(Nc1ccccc1)c1cc(Cl)ccc1O (stereo unspecified),-3,2,-12,-19,0.2,-10,-3,0,-6
COC(=O)c1ccccc1N(C)S(=O)(=O)c1cc2c(cc1C)OCC(=O)N2,4,24,3,9,-0.9,-4,11,-1,-6
Cc1nnc(Sc2c(-c3ccccc3)c3ccc(Cl)cc3[nH]c2=O)s1,3,4,-1,-11,-0.4,25,-12,-2,4
Cc1ccc(-c2csc(NC(=O)C3=COCCO3)n2)cc1,-8,0,-34,-73,7.7,-60,-175,3,0
O=C(O)CCC(=O)Nc1sc2c(c1C(=O)NCc1ccccc1)CCCC2,8,-4,-2,7,3.7,-1,-6,-1,-3
CC1(OC(=O)CCc2ccccc2)C(=O)C=C2C=C(c3ccc(C#N)cc3)N(CCc3c[nH]c4ccccc34)C=C2C1=O (stereo unspecified),-8,-15,0,4,4.6,-8,2,1,-18

# Later entries:
SMILES,CCR6 antagonist,EBI2 block,Jurkat NFkB inh,697 NFkB inh,UPR CHOP act,Gli-Sufu antag,Mdm2-MdmX inh,XBP1 UPR activ,CXCR6 block
CCOc1ccc(N2C(=O)C3CCCN3C2=O)cc1 (stereo unspecified),4,0,7,18,3.1,-11,-6,-2,-6
O=S(=O)(c1ccccc1F)N1CCN(c2nc3ccccc3s2)CC1,21,1,-56,-54,0.6,-41,0,3,0
CCCCOC(=O)c1ccccc1N1C(=O)C2C3CCC(C3)C2C1=O (stereo unspecified),-10,6,-7,10,1.5,0,5,0,3
CCCNC(=O)NNC(=O)c1ccc(F)cc1,6,-6,-10,7,-1.2,0,-31,-1,0
CN(Cc1ccccc1)C(=O)c1ncn(C)c1C(=O)N(C)Cc1ccccc1,18,1,-8,21,-3.0,10,-6,-1,0
COc1ccc(NC(=S)NCCc2c[nH]c3ccc(OC)cc23)c(OC)c1,8,2,-9,-2,-2.0,11,22,-3,6
Cc1ccc(NS(=O)(=O)c2ccc(C)c(NC(=S)NCCN3CCOCC3)c2)c(C)c1,5,-8,14,2,0.9,1,25,0,7
O=C(Nc1ccc2c(c1)CCC2)c1cccc(S(=O)(=O)Nc2ccccc2Cl)c1,2,2,4,-14,0.3,-1,31,-6,2

# Whole records, quoted from the list.
# Listed for `CCCNC(=O)NNC(=O)c1ccc(F)cc1` = CCR6 antagonist: 6; EBI2 block: -6; Jurkat NFkB inh: -10; 697 NFkB inh: 7; UPR CHOP act: -1.2; Gli-Sufu antag: 0; Mdm2-MdmX inh: -31; XBP1 UPR activ: -1; CXCR6 block: 0
# Listed for `COc1ccc(NC(=S)NCCc2c[nH]c3ccc(OC)cc23)c(OC)c1` = CCR6 antagonist: 8; EBI2 block: 2; Jurkat NFkB inh: -9; 697 NFkB inh: -2; UPR CHOP act: -2.0; Gli-Sufu antag: 11; Mdm2-MdmX inh: 22; XBP1 UPR activ: -3; CXCR6 block: 6
# Listed for `O=C(Nc1ccc2c(c1)CCC2)c1cccc(S(=O)(=O)Nc2ccccc2Cl)c1` = CCR6 antagonist: 2; EBI2 block: 2; Jurkat NFkB inh: 4; 697 NFkB inh: -14; UPR CHOP act: 0.3; Gli-Sufu antag: -1; Mdm2-MdmX inh: 31; XBP1 UPR activ: -6; CXCR6 block: 2

# Bioassay records from PubChem BioAssay.
